PAX8 inh HTS: PAX8 transcriptional activity inhibition; actives 1.2% (n = 360,000); RMG-I TPO-luciferase reporter, SteadyGlo, 24 h; inhibition, % at 12.6 µM; AID 652154;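 active means mean replicate inhibition at least 60% with every replicate also reaching 60%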;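 further: luciferase light reporting Pax8 driven TPO promoter activity; plate controls were median of neutral control wells for no effect and mitoxantrone controls for full effect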
Cneo AK release: causes C. neoformans cell lysis. adenylate kinase release luminescence, 4 h; normalised: neutral wells 0, clomiphene wells 100. lysis activity, % at 15 µM. actives 0.2% (n = 360,000). AID 651654;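 active means mean lysis activity across replicates of at least 80%, whatever share of replicates individually reach that level; inactive means mean lysis activity below 80%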
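Test system: log-phase Cryptococcus neoformans yeast cells; Quantity: yeast cell density of 5 × 10^6 cells/mL; Buffer or medium: YPD; Doses: single compound concentration per well; Timing: 4 h at 37 °C static, read 1 h later; Measured by: AK luminescence; Read-out basis: lysis from increased AK signal; Control set: Clomiphene as positive control.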
LGR2 inh: inhibitors of bursicon-induced Drosophila LGR2 receptor cAMP signaling; inhibition, % at 9.99 µM; AID 720647; HEK293 LGR2, CRE-luciferase, bursicon-stimulated, 4 h; actives 0.35% (n = 380,000);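 active means drop in luminescence signal, shown as inhibition above about 50% in the replicate tests, limit read from the data, passing the limit was not always enough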;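 further: agonist challenge used bursicon conditioned medium at about half maximal strength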
PGC1a acetyl inh: lowers PGC1a acetylation signal in U2OS cells. AlphaScreen anti-acetyl-lysine; with virally co-expressed GCN5 acetyltransferase. inhibition, % at 15.6 µM. actives 0.17% (n = 350,000). AID 651687;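 active means every replicate shows inhibition of at least 40%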;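 further: 0% = neutral control wells and 100% = positive control wells; some results beyond the cut were filed as inactive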
Casp6 inh: caspase-6 (human) enzyme inhibition; purified caspase-6, Z-VEID-R110 cleavage fluorescence; inhibition, % at 12.5 µM; actives 0.53% (n = 350,000); AID 686996;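 active means mean inhibition across replicates at least about 35%, with every replicate also reaching that limit, limit read from the data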;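 further: 0% = median of neutral control wells and 100% = no fluorescence left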
Target sequence (P55212 24-179 limits assumed): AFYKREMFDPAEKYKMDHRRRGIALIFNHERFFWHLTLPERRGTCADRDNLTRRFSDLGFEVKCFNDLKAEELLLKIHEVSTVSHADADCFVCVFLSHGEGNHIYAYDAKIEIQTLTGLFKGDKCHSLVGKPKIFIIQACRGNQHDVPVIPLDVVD
Target sequence (P55212 194-293 limits assumed): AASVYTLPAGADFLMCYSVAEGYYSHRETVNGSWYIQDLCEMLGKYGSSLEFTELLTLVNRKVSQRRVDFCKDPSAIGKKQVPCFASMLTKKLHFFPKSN
FN deposit inh: fibronectin deposition inhibition; AH1F fibroblasts, Alexa488-fibronectin deposition fluorescence, overnight; inhibition, % at 12.6 µM; actives 0.086% (n = 350,000); AID 743247;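 active means mean inhibition across replicates of 30% or more, regardless of how many single replicates reach that level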;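 further: positive control wells lacked labelled fibronectin entirely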
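Assay system: AH1F fibroblast monolayer, labelled fibronectin deposition. Amount: 10000 cells per well. Also added: labelled fibronectin 24 nM. Compound: single-point pinned compound. Incubation: cell attachment 1 h, compound and FN exposure overnight. Detection: fluorescence after three HBSS washes, excitation 485 nm, emission 525 nm. Read-out: inhibition of fibronectin deposition signal.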
EWS-Fli block: blocks EWS/Fli oncoprotein-driven transcription. A673 NR0B1-luciferase reporter, viability-normalised. inhibition, % at 12.6 µM. actives 0.67% (n = 350,000). AID 651661;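 active means mean inhibition of at least 50% after viability correction, with every replicate also passing that limit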;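 further: firefly luciferase signal divided by Alamar Blue viability fluorescence both relative to DMSO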
miR122 inh: inhibitors of miR-122 in Huh7 cells. Huh7 miR-122 Renilla luciferase sensor, 48 h; neutral wells = 0, positive control = 100. activation (reporter increase), % at 12.5 µM. actives 0.3% (n = 340,000). AID 602342;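 active means mean replicate activation score at least 90 and every replicate individually at or above 90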;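 further: higher luciferase means less miR-122 activity so hits act as miR-122 inhibitors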
Active calls of the source: *; / = no result given; & = joins results of further samples; [ ] = remark or other dose.

SMILES	PAX8 inh HTS	Cneo AK release	LGR2 inh	PGC1a acetyl inh	Casp6 inh	FN deposit inh	EWS-Fli block	miR122 inh
CNC(=O)C[C@@H]1CC[C@H]2[C@@H](COc3ccc(NC(=O)Nc4ccccc4OC)cc3C(=O)N2C)O1	-2	-6	3	4	1	-7	3	8[16.7 µM]
O=C(O)c1ccc(NS(=O)(=O)Cc2ccc(Cl)c(Cl)c2)cc1	-10	0	-11	-6	-4	/	6	-1
NC(=O)c1ccccc1NC(=O)Nc1cccc(Cl)c1Cl	7	-9	-6	-4	4	9	0	0
O=C(/C=C/c1ccc(Cl)cc1)N1CCN(CCN2C(=O)c3cccc4cccc(c34)C2=O)CC1	7	0	4	-9	2	8	-30	-1
O=C(Nc1cc(F)ccc1F)N1CCCCN2[C@@H](CO)[C@@H](c3ccc(-c4cccnc4)cc3)[C@@H]2C1	-17	0	-13	-2	0	/	-2	3[16.7 µM]
COc1cc(S(=O)(=O)NCC2(N3CCCCC3)CCCCC2)ccc1NC(C)=O	-1	-1	-6	-1	0	-1	-13	-4
Cc1cccc(-c2nc(Nc3cccc(O)c3)c3ccccc3n2)c1	23	0	-8	/	-4	-18	4	/
Cn1cccc2[nH]c(=O)nc1-2	2	/	19	/	5	-2	7	5
CC(C)Cn1c(=O)c2c(nc3n2CC(C)CN3Cc2ccccc2)n(C)c1=O (stereo unspecified)	-3	3	-11	-2	3	11	10	-10
Cc1ccc2nc(-c3cccc(Br)c3)c(Cc3ccsc3)n2c1	-120	/	-141	/	5	0	-116	/
CC(C)C#Cc1ccc2c(c1)O[C@H](CN(C)C(=O)CN(C)C)[C@H](C)CN([C@H](C)CO)S2(=O)=O	-7	0	-1	-8	-3	/	-11	-9[16.7 µM]
c1ccc(CN(Cc2cccs2)C(c2cccs2)c2nnnn2C2CCCC2)cc1 (stereo unspecified)	/	-3	1	-36	/	/	/	20
NC(=O)c1ccsc1NC(=O)C1CCCCC1	-42	0	-23	0	1	0	-27	-6
CC1CCN(C(=O)c2cc(-c3ccc(Cl)c(Cl)c3)on2)CC1	/	2	/	5	/	-6	/	-7
Cc1ccc(/C(N)=N/OC(=O)Cc2ccccc2)cc1	-157	/	/	/	23	-4	-81	/

Fetched one by one from above, 3 records:
SMILES	PAX8 inh HTS	Cneo AK release	LGR2 inh	PGC1a acetyl inh	Casp6 inh	FN deposit inh	EWS-Fli block	miR122 inh
O=C(/C=C/c1ccc(Cl)cc1)N1CCN(CCN2C(=O)c3cccc4cccc(c34)C2=O)CC1	7	0	4	-9	2	8	-30	-1
O=C(O)c1ccc(NS(=O)(=O)Cc2ccc(Cl)c(Cl)c2)cc1	-10	0	-11	-6	-4	/	6	-1
Cc1ccc2nc(-c3cccc(Br)c3)c(Cc3ccsc3)n2c1	-120	/	-141	/	5	0	-116	/

Going on with the list.
SMILES	PAX8 inh HTS	Cneo AK release	LGR2 inh	PGC1a acetyl inh	Casp6 inh	FN deposit inh	EWS-Fli block	miR122 inh
CC(=O)NC(CC(=O)OC(C)C(=O)Nc1ncc(Cl)cc1Cl)c1ccccc1 (stereo unspecified)	-5	0	7	-3	0	-1	4	-4
CO[C@@H]1CN(C)C(=O)c2cc(NC(=O)Nc3ccccc3F)ccc2OC[C@H](C)N(Cc2ccccc2C(=O)O)C[C@@H]1C	-8	2	-9	1	-2	0	2	/
COc1ccccc1NC(=O)N1CCCCN2[C@H](CO)[C@@H](c3ccc(C#CC4CCCC4)cc3)[C@H]2C1	16	1	-2	-1	-3	/	11	-4[16.7 µM]
Cc1cc(Br)ccc1NC(=O)CCS(=O)(=O)c1cccc2nonc12	6	-1	6	-3	-4	-5	2	-2
Cn1cc(C2CC(c3ccccc3)=NN2C(=O)c2ccccc2)c2ccccc21 (stereo unspecified)	30	-5	-5	-9	/	8	/	4
Cc1noc(C)c1NC(=O)N(C)C[C@@H]1OCCCC[C@@H](C)Oc2ccc(N(C)C)cc2C(=O)N([C@H](C)CO)C[C@@H]1C	-9	/	22	-5	/	/	-2	3[16.7 µM]
Cc1ccc(C(=O)Nc2ccncc2)c(Cl)c1	-25	-1	0	-3	-2	2	-6	-2
S=c1[nH]nc(C2CC2)n1Cc1ccco1	/	-2	-1	2	-2	/	-1	7
CCC(C)(C)NC(=O)CN(Cc1ccc2c(c1)OCO2)C(=O)CCC(=O)Nc1nccs1	16	/	-24	-6	2	-1	9	0
CC1(C)OC(=O)C2=C(CC(CCc3ccccc3)OC2c2ccc(Cl)c(Cl)c2)O1 (stereo unspecified)	-9	/	19	/	-3	-5	3	/
Cc1ccccc1-c1nc(CN2CCC(C(=O)NCCCN3CCCC(C)C3)CC2)c(C)o1 (stereo unspecified)	13	1	-2	4	-115	8	/	-1
CC(=O)N1[C@H](CO)[C@H](c2ccc(-c3ccccc3)cc2)[C@@H]1CNC(=O)NC(C)C	/	/	7	/	0	-7	3	/
O=C(Nc1ncccc1O)c1ccc2ccccc2c1	-14	-10	19	/	1	/	36	0
COc1cc(C(=O)N/N=C/c2ccc(OC(=O)c3cccc(C)c3)c(OC)c2)ccc1O	-12	3	-10	-6	4	6	/	2
COCCCNc1nc(N)c([N+](=O)[O-])c(NCC2CCCO2)n1 (stereo unspecified)	7	/	1	/	0	6	-9	/
CC(NCc1ccc(S(N)(=O)=O)cc1)C(=O)Nc1cc([N+](=O)[O-])ccc1Cl (stereo unspecified)	-10	1	-2	9	3	6	-3	-2
CCc1cc2c(=O)c(-c3nc4ccccc4n3C)c(C)oc2cc1OC(C)=O	10	-2	-1	-19	6	0	6	-3
Cc1cccc(CC(=O)OCn2nnc3ccccc3c2=O)c1	0	-5	11	11	0	3	0	1
C[C@H](CO)N1C[C@H](C)[C@H](CN(C)CC2CCOCC2)Oc2ncc(C#Cc3ccccn3)cc2C1=O	-14	-5	-5	-6	0	/	-5	-4[16.7 µM]
CC(C)NC(=O)N(C)C[C@@H]1Oc2ncc(C#CC3(O)CCCC3)cc2C(=O)N([C@H](C)CO)C[C@@H]1C	/	9	13	7	-1	3	-7	-3[16.7 µM]
CCC(C(=O)c1ccccc1)P(=O)(NN)c1ccccc1 (stereo unspecified)	-3	-2	-5	0	0	3	-11	2
C/C(=N\NC(=O)c1nn(C)cc1Br)c1cccc(NC(=O)c2ccncc2)c1	-4	1	-12	3	2	-2	-21	-1
Cn1cc(CNC(=O)C23CC4CC(CC(C4)C2)C3)cn1	3	-4	/	/	/	0	/	16
O=[N+]([O-])c1ccc(N2CCCCC2)nc1	-29	13	-6	6	2	-3	-13	-16
N#C[C@@H]1[C@H](c2ccc(-c3cncnc3)cc2)[C@@H](CO)N1C(=O)CN1CCOCC1	-3	3	-5	2	2	2	3	/
CN(C(=O)COC(=O)/C=C/c1cccs1)c1c(N)n(Cc2ccccc2)c(=O)[nH]c1=O	20	3	-2	/	3	2	3	/
COc1ccc(-n2c(Cc3cccn3C)nnc2SCC(=O)NCc2ccc(F)cc2)cc1	-7	5	-5	/	-3	-7	1	-3
CN(CC(=O)Nc1ccccc1Cl)CC(=O)Nc1ccccc1[N+](=O)[O-]	16	/	10	-18	-2	3	10	-1
O=C(NC1CCCC1)c1ccc(CS(=O)(=O)c2cccc(C(F)(F)F)c2)o1	10	4	/	-6	/	/	/	-4
CN1c2ccc(C3=CCCCC3)cc2[C@H]2[C@H](CCN2C(=O)Cc2ccccn2)[C@@H]1CO	-43	-10	2	0	/	-19	-20	-5[16.7 µM]

Looked up above.
`CN1c2ccc(C3=CCCCC3)cc2[C@H]2[C@H](CCN2C(=O)Cc2ccccn2)[C@@H]1CO` – PGC1a acetyl inh = 0
`Cc1cccc(-c2nc(Nc3cccc(O)c3)c3ccccc3n2)c1` – EWS-Fli block = 4
`CC1(C)OC(=O)C2=C(CC(CCc3ccccc3)OC2c2ccc(Cl)c(Cl)c2)O1` (stereo unspecified) – PAX8 inh HTS = -9
`NC(=O)c1ccccc1NC(=O)Nc1cccc(Cl)c1Cl` – Cneo AK release = -9

(listing goes on)
SMILES	PAX8 inh HTS	Cneo AK release	LGR2 inh	PGC1a acetyl inh	Casp6 inh	FN deposit inh	EWS-Fli block	miR122 inh
O=C(c1ccccc1[N+](=O)[O-])N1N=C(c2ccccc2)CC1(O)C(F)(F)F (stereo unspecified)	28	2	6	1	0	7	1	4
NC(=O)c1cc(N)ccc1N1CCCCC1	1	/	-9	0	11	4	9	2
COc1ccc(CN2C(=O)c3ccccc3C2=O)cc1C(=O)OCC(=O)NC1CCCCC1	8	-1	10	/	2	12	-9	7
CO[C@H]1CN(C)C(=O)c2ccc(NC(C)=O)cc2OC[C@@H](C)N(C(=O)c2cccnc2)C[C@@H]1C	/	0	-14	2	-1	-6	-13	7[16.7 µM]
C=C(C)Cn1c(SCC(=O)O)nc2c1c(=O)[nH]c(=O)n2C	-12	4	1	3	2	-2	1	-2
O=C(O)c1ccc(Nc2cc(Cl)c3nonc3c2[N+](=O)[O-])cc1	-117	-1	5	34	/	14	-3	-6
CC(C)CC#Cc1cnc2c(c1)C(=O)N([C@H](C)CO)C[C@@H](C)[C@H](CN(C)Cc1ccccn1)O2	/	3	-13	-4	2	-17	-2	3[16.7 µM]
CC(C)(C)C1CCC(OC(=O)C[N+]2(C)CCCCC2)CC1 (stereo unspecified)	-28	/	8	-3	-4	4	-1	/
Cc1cccc(NC(=O)c2cc(S(=O)(=O)N3CCc4ccccc43)cn2C)c1	20	0	-2	-11	-1	10	7	-1
CO[C@@H]1CN(C)C(=O)c2ccc(NC(=O)C3CC3)cc2OC[C@@H](C)N(CC2CCCC2)C[C@@H]1C	-17	-10	9	-9	-6	-1	11	/
COc1ccc(-n2c(=O)c3c4c(sc3n(CC(=O)NCC3CCCO3)c2=O)CN(C(C)=O)CC4)cc1OC (stereo unspecified)	0	-1	-20	6	-1	5	-7	-1
COc1ccc(N2CCN(C(=O)Cn3cncn3)CC2)cc1	21	0	8	8	1	-5	5	-2
CN1CCN(C(=O)c2cc3ccccc3cc2O)CC1	-3	-1	1	-2	-4	/	2	-9
Cc1ccc(F)c(S(=O)(=O)NC(=O)C2(C)CCN2C(=O)c2sccc2C)c1 (stereo unspecified)	2	-1	1	15	0	0	8	4
C=CCn1c(N)cc(=O)nc1SC(CC)C(=O)Nc1ccc(C(C)=O)cc1 (stereo unspecified)	3	-2	-6	/	5	0	2	0
CNC(=O)C[C@H]1C(=O)N(c2ccc(Br)cc2)C[C@@H]1C	-9	2	-1	/	1	2	-3	-6
COc1ccc(NC(=O)c2c(C)noc2-c2snnc2C)cc1	9	/	5	2	2	-5	19	/
COc1ccc(N2CCN(S(=O)(=O)CCNC(=O)CCCc3ccccc3)CC2)cc1	-2	/	4	/	0	13	1	/
Cc1ccc(C2/C(=C(\O)c3c(C)nc4c(C)cccn34)C(=O)C(=O)N2CCN(C)C)o1 (stereo unspecified)	-8	5	10	0	-1	12	0	-6
C[C@H]1C[C@@H]2[C@H]([C@@H](O)C[C@@]3(C)[C@H]2CC[C@]3(O)C(=O)CO)[C@@]2(C)C=CC(=O)C=C12	5	0	21	-1	-1	-5&3	1	0
COCCNC(=O)C(C(=O)c1ccc(F)cc1)n1cc(C)ccc1=O (stereo unspecified)	2	/	10	/	-2	-2	-3	/
COc1ccccc1NC(=O)N[C@@H]1CC[C@@H](CC(=O)N2CCC(Cc3ccccc3)CC2)O[C@H]1CO	28	-1	12	-2	14	-2	3	/
O=[N+]([O-])c1cc(/C=N/O)ccc1SCc1ccccc1Cl	10	-5	/	-18	/	9	/	-9
COc1cc(C(=O)N=c2sccn2C)c([N+](=O)[O-])cc1OC	-8	8	-8	0	1	6	/	10
